Source: PubChem BioAssay
AMA1-RON2 inh = qHTS for Inhibitors of AMA1-RON; Towards Development of Antimalarial Drug Lead: Primary Screen; 0.2% of 360,000 active; Plasmodium falciparum AMA1 (3D7) - RON2 peptide interaction; AlphaScreen AMA1-biotinylated RON2 peptide binding; Potency, µM (doses to about 58.2 µM), without a hit: top-dose activity change, negative = inhibition, usual class: inhibitors;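 further: potency means the concentration at half of the fitted maximal effect; 0% = vehicle wells and -100% = peptide control; nearly all actives have a fitted effect of over 45% in size; some results filed as inactive show a strong effect at the top dose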
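AMA1 (3D7) with his tag at 25 nM final met compounds first, then biotinylated RON2 peptide at 25 nM; detection used donor plus acceptor beads, 10 µg/mL apiece, read by AlphaScreen after 30 min at room temperature.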
Giardia FBPA inh = qHTS Assay for Inhibitors of Fructose-1,6-bisphosphate Aldolase from Giardia Lamblia; A8B2U2; purified Giardia FBPA; Potency, µM (doses to about 59.6 µM), for the others: at the highest dose activity, negative = inhibition, actives largely listed as inhibitors; 0.71% of 290,000 active; AID 2451, 2010; further: potency means the concentration at half of the fitted maximal effect; nearly all actives have a fitted effect of over 55% in size
Target sequence (A8B2U2 whole entry, looked up): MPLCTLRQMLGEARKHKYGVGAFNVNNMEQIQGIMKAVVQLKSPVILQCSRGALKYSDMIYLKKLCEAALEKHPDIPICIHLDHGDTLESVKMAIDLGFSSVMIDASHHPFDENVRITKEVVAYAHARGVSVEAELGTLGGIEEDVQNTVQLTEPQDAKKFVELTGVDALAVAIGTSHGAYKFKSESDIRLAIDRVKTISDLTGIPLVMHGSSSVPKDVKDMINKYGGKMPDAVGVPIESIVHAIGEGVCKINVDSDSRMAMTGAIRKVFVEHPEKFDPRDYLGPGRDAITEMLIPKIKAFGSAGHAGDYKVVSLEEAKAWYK
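Giardia FBPA (40 nM reagent) was preincubated 10 min at RT with compound (up to 57.5 uM final), then substrate plus GAPDH/TPI/NAD/arsenate coupling system with diaphorase/resazurin was added; resorufin fluorescence (525/598 nm) was read after 20 min.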
AmpC no deterg = qHTS Inhibitors of AmpC Beta-Lactamase (assay without detergent) | P00811 | AmpC nitrocefin hydrolysis, absorbance 480 nm, 0.0001% Triton | Potency, µM (series often up to 57.1 µM), for inactives: at the top dose activity change, negative = inhibition, actives largely listed as inhibitors | 0.52% of 330,000 active | AID 485341, 2010;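 further: potency means the concentration at half of the fitted maximal effect; plate controls were no compound for no effect and no enzyme for full effect; nearly all actives have a fitted effect of over 20% in size; some results filed as inactive show a strong effect at the top dose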
Target sequence (P00811 whole entry, looked up): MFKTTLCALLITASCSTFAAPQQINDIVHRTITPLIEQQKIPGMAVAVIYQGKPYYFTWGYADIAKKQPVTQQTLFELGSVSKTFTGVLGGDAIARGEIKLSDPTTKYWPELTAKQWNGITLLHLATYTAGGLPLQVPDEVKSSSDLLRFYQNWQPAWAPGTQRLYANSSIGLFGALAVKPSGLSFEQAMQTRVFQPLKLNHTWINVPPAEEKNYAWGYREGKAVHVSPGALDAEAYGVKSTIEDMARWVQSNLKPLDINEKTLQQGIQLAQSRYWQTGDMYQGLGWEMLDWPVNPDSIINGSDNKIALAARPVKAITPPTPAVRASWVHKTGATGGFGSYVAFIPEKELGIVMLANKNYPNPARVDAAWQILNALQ
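AmpC (5.3 nM in the dispensed reagent) in 20 mM phosphate pH 7.0 with 0.01% (detergent screen) or 0.0001% Triton X-100 was preincubated with compounds for 15 min at room temperature. Nitrocefin was then added from an 800 uM solution, and hydrolysis was followed at 480 nm.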
HCMV antiviral = qHTS Assay for inhibitors of the human cytomegalovirus (HCMV) | HFF cells, HCMV-luciferase reporter, 72 h; stronger effect = lower value | activity change, negative = inhibition, % at 57.5 µM | 4.5% of 410,000 active | AID 1259415, 2018; in the data active means activity change below about -60%; inconclusive means no clear call, values can overlap the other calls; inactive means above about -39%
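Two compound doses tested in HFFs infected with HCMV-luciferase, MOI 1 PFU/cell, 72 h at 37C. Lysate luminescence read with OneGlo; data normalized against buffer-only and 10uM Salinomycin inhibitor controls.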
AmpC inh detg = qHTS Inhibitors of AmpC Beta-Lactamase (assay with detergent); 0.041% of 370,000 active; AmpC hydrolysis of nitrocefin, absorbance 480 nm, 0.01% Triton; Potency, µM (doses to about 114 µM), inactives show at the top dose activity change, negative = inhibition, usual class: inhibitors;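 further: potency means the concentration at half of the fitted maximal effect; 0% = no-compound wells and -100% = no-enzyme wells; nearly all actives have a fitted effect of over 25% in size; some results filed as inactive show a strong effect at the top dose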
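20 mM phosphate pH 7.0 + 0.01% (detergent screen) or 0.0001% Triton X-100; 5.3 nM AmpC reagent; cpd preinc 15 min RT; nitrocefin (800 uM stock) to start; A480 q20 s × 4 min; Activity was normalised to no-enzyme and no-compound control wells.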
Sm TGR block = qHTS Assay for the Inhibitors of Schistosoma Mansoni Peroxiredoxins | Schistosoma mansoni thioredoxin glutathione reductase (TGR), Q962Y6 | purified TGR, DTNB reduction, TNB absorbance 405 nm | Potency, µM (doses to about 114 µM), inactives show at the highest dose activity change, negative = inhibition, hits mostly inhibitors | 3% of 360,000 active; further: potency means the concentration at half of the fitted maximal effect; nearly all actives have a fitted effect of over 60% in size
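TGR 20 nM + NADPH 100 uM (dispensed conc.), cpd preinc 15 min RT; start with NADPH (500 uM addition) then DTNB (15 mM addition). Kinetic TNB absorbance, 405 nm filter. Four-parameter Hill fit across titration.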
Active calls of the source: *; ? = inconclusive; · = no result given; [ ] = dose if it differs, or a comment. Unless noted, the call rests on the fitted dose curve; in most records, active means well fitted curve in the direction sought with a large enough effect; inconclusive means small, poorly fitted or top-dose-only effect, or another doubt; inactive means no such curve, though single readings can be large; an effect the other way counts as inactive or inconclusive. Unless noted, on the % scale 0 is the no-effect control and ±100 the full control effect. Not a hit list (roughly 7.8% active in at least one column).

SMILES | AMA1-RON2 inh | Giardia FBPA inh | AmpC no deterg | HCMV antiviral | AmpC inh detg | Sm TGR block
CCOCCCNc1nc(C(F)(F)F)nc2c1nnn2Cc1ccccc1Cl | -2% | -1% | 22% | ? | -2% | 0%
Cc1cc(=O)[nH]c(SCc2cccc(Br)c2)n1 | -8% | -13% | -29% | 0 | -9% | 6%
CCN(CC)c1ccc(C=Nc2ccccc2C)c(O)c1 | 17% | -16% | -16% | 11 | -13% | 3%
CCOc1ccc(NC(=O)C(C)Sc2nnc3cc(C)c4ccccc4n23)cc1 (centres undefined) | · | · | · | ? | 13% | 3%
CCc1cccc(C)c1NC(=O)Cn1nnc(-c2nc(-c3ccccc3F)no2)c1N | · | · | · | -7 | 13% | 2%
C=C(C)CNC(=S)Nc1sc2c(c1C(=O)OCC)CC(C)(C)OC2 | -8%[2.32 µM] | -2% | -20% | -21 | 3% | -3%
CS(=O)(=O)c1ccccc1-c1nnc(NC(=O)c2ccco2)o1 | 45%[activator] | · | 4% | ? | -11% | 0%
C=CCn1c2ccccc2c2nnc(SCC(=O)Nc3cc(C)on3)nc21 | 2% | -2% | -21% | 1 | 8% | 3%
N#Cc1cnn(-c2ncnc3sc(-c4ccccc4)cc23)c1N | 0% | -1% | · | 1 | -2% | -24%
CCSc1ccc2c(c1)N(CCCN1CCN(C)CC1)c1ccccc1S2 | ? | -6%[21.7 µM] | 213%[activator] | -38 | -11% | -2%
CC1(C)CC(=O)C(C(C2=C(O)CC(C)(C)CC2=O)c2ccc(O)c([N+](=O)[O-])c2)=C(O)C1 | 7% | 0% | -15% | -30 | -8% | -31%[57.1 µM]
COc1ccccc1N1CCN(c2ccc([N+](=O)[O-])nc2)CC1 | -1% | 0% | -11% | 32 | -1% | 3%
CN(C(=O)COC(=O)CNC(=O)c1ccccc1Cl)c1ccccc1 | 25% | -2% | -6%[2.29 µM] | 16 | -5% | 3%
Fc1ccc(OCc2nc(-c3cccs3)no2)cc1 | 19% | 0% | -22% | -24 | 10% | ·
Cc1ccc(-n2nnnc2SC(C)C(=O)Nc2ccc(Cl)cn2)cc1 (centres undefined) | -11% | 1% | -43% | -24 | -8% | 0%
CC(C)NC(=O)CCS(=O)(=O)c1ccc(Br)s1 | 0% | -1% | -18% | 8 | 0% | 6%
O=[N+]([O-])c1ccc(Sc2ccccc2Cl)nc1 | ? | -2% | -25% | -27 | 1% | ?
CC(C)c1nnc(NC(=O)CCC(=O)NC2CCCCCC2)s1 | -7% | · | -5% | 1 | 1% | -8%
COc1ccccc1CCc1nnc(CCC(=O)NCCCOc2cccnc2)o1 | 7% | 7% | 5% | -12 | 5% | -1%
C/C(=N\NC(=O)c1ccc(CN2CCc3ccccc3C2)cc1)c1ccccc1O | -4% | 6% | -21% | -96* | -6% | -6%
COC(=O)[C@]1(C)N[C@H](c2ccc(-c3ccc(Cl)c(Cl)c3)c(OC)c2)[C@@H]2C(=O)N(C)C(=O)[C@@H]21 | -16% | · | 198%[activator] | -4 | -1% | ?
Cc1ccn2c(C(=O)N/N=C/c3ccc(Cl)cc3)c(C)nc2c1 | 2% | 16% | -18% | 0 | -6% | -1%
CC(C)NC(=O)C(=O)NNC(=O)C12CC3CC(CC(C3)C1)C2 | 15% | -9% | -14% | 23 | -6% | -4%
COc1ccc(NC(=O)CCCc2nnc3n(CCC(C)C)c(=O)c4sccc4n23)cc1Cl | · | · | · | 21 | 13% | 7%

Reformatted field by field: entries from further up.
Structure: CC(C)c1nnc(NC(=O)CCC(=O)NC2CCCCCC2)s1
  AMA1-RON2 inh: -7%	Giardia FBPA inh: ·	AmpC no deterg: -5%	HCMV antiviral: 1	AmpC inh detg: 1%	Sm TGR block: -8%

Structure: COc1ccccc1CCc1nnc(CCC(=O)NCCCOc2cccnc2)o1
  AMA1-RON2 inh: 7%	Giardia FBPA inh: 7%	AmpC no deterg: 5%	HCMV antiviral: -12	AmpC inh detg: 5%	Sm TGR block: -1%

Going on with the list:
SMILES | AMA1-RON2 inh | Giardia FBPA inh | AmpC no deterg | HCMV antiviral | AmpC inh detg | Sm TGR block
COc1cc(C2C3=C(CC(C)(C)CC3=O)Nc3c2c(=O)[nH]c(=O)n3Cc2ccccc2)ccc1O (centres undefined) | 13% | -20% | ? | 3 | ? | 50µM*
Cc1ccc(-n2nc(C)c(/C=N/NC(=O)c3cccs3)c2Cl)cc1 | 8% | 2% | -31% | -31 | -8% | -6%
CCOC(=O)N1CCN(C(=S)NC(=O)c2cccc(OC)c2)CC1 | 114%[activator] | · | -12% | 26 | · | ·
COc1cc(OC)c(OC)cc1/C=C1\CC(C)C/C(=C\c2cc(OC)c(OC)cc2OC)C1=O (centres undefined) | 32µM* | -14% | 114%[activator] | -99* | -1% | -30%
N#C/C(=C\c1ccc(-c2ccccc2[N+](=O)[O-])o1)C(=O)N1CCOCC1 | 0% | -29% | 18% | 1 | -11% | -6%
CCOc1cc(/C=C2\SC(N)=NC2=O)ccc1O | 113%[activator] | 7.9µM* | -30% | 12 | 6% | -33%
CCOC(=O)C(CCCOc1ccc(C(C)CC)cc1)C(=O)OCC (centres undefined) | 72%[activator] | 4% | 40% | 18 | ? | 14%
CCc1noc(C)c1C(=O)OCC(=O)N(C)c1c(N)n(Cc2ccccc2)c(=O)[nH]c1=O | 16% | · | -12% | -38 | -16% | -2%
COc1ccc(C2CC(=O)Oc3ccc(C(C)(C)C)cc32)cc1 (centres undefined) | 5% | 8% | -36% | -10 | ? | 1%
CCCC1Oc2ccccc2C(=O)N(CC(=O)c2ccc3c(c2)OCCO3)C1=O (centres undefined) | -1% | · | -16% | -1 | -3% | -8%
Cc1[nH]c2ccccc2c1C(=O)C(=O)N(C)C1CCCCC1 | -2% | 0% | -3% | 16 | -2% | 6%
CN1CCC(N(C)C(=O)c2cc(-c3ccc(F)cc3)nc3ccccc23)CC1 | 12% | · | 22% | -38 | · | ·
O=C(CCn1nc(-c2ccc(Cl)cc2)c2ccccc2c1=O)NN1CCOCC1 | 7% | 4% | 54% | -4 | 4% | 8%
Cc1cc(C)n(Cc2ccc(C(=O)N/N=C/c3ccc(-c4ccc([N+](=O)[O-])cc4)o3)o2)n1 | -15% | -10% | -25% | -64* | ? | ?
Cc1[nH]c2c(Cl)cccc2c1CCNC(=O)C1CCCCC1C(=O)OCC(F)(F)F (centres undefined) | ? | -3% | -5% | ? | -7% | -6%
CCC(CC)C(=O)Nc1cccc(/C(C)=N\NC(=O)c2ccc(C)s2)c1 | 7% | 2% | 12% | -6 | -4% | -23%
N#CCSc1nc2ccccc2c(=O)n1CCCC(=O)NCc1ccco1 | -19% | 6% | -20% | 22 | -4% | -1%
CCOC(=O)c1ccc(S(=O)(=O)N2CCC(C(=O)Nc3nnc(C)o3)CC2)cc1 | 31%[activator] | · | -4% | 3 | ? | 0%
Cc1ccc(S(=O)(=O)Nc2ccc(OCC(=O)N3CCOCC3)cc2)c(C)c1NS(C)(=O)=O | 3% | -1% | 27% | 5 | -1% | 4%
N#CC1=C(N)OC2=C(C(=O)CCC2)C1c1ccccc1 (centres undefined) | 6% | -9% | -6% | 6 | ? | 5%
Cc1ccc2occ(/C=N/NC(=O)[C@@H](N)Cc3ccccc3)c(=O)c2c1 | 85%[activator] | -13% | -36% | -84* | 1% | -12%
O=C(Cn1nnc(-c2ccccc2)n1)NCC(=O)Nc1ccc(F)c(F)c1F | 19% | · | -19% | -22 | · | ·
O=C(Nc1cccnc1)c1cc2cc(Br)ccc2o1 | 3% | 4% | -28% | 133 | -17% | 5%
O=C(NCC(=O)N(c1ccccc1)C(C(=O)NC1CCCC1)c1cccnc1)c1cccs1 (centres undefined) | -5% | -1% | -6% | 0 | -13% | ?
O=C(COC(=O)/C=C/c1ccccc1Cl)NC1CCCC1 | 3% | · | -8% | -37 | -7% | 0%
COc1ccc(NC(=O)C(OC(=O)c2cnc(C)cn2)c2ccccc2)cc1Cl (centres undefined) | ? | · | 70%[activator] | 0 | -7% | 4%
CCn1c(SCC(=O)Nc2cc(S(=O)(=O)N3CCOCC3)ccc2OC)nnc1-c1ccncc1 | 0% | -1% | 57% | -18 | -3% | 6%
COc1ccc(CCNC(=O)CNS(=O)(=O)c2ccc(Br)s2)cc1OC | -3% | 9% | -21% | 6 | -3% | -14%
CC(=O)Nc1ccc(NS(=O)(=O)c2ccc(OC(C)C(=O)N3CCOCC3)cc2)cc1 (centres undefined) | -2% | · | -4% | -9 | -18% | 2%
COc1cccc(OC)c1OCCOc1ccccc1OC(C)C | -2% | -8% | 12% | 18 | -11% | 0%
CC(=O)NCC(=O)N1CCCC(C(=O)c2ccc3c4c(cccc24)CC3)C1 (centres undefined) | -5% | -10% | 139%[activator] | 2 | 5% | 2%
Cc1nc2c(C(=O)N3CCOCC3)cnn2c(C)c1Cc1cccc(Cl)c1 | · | 1% | 59% | -11 | -13% | 1%
Cc1nn(Cc2ccccc2Cl)c(C)c1NC(=O)c1cc(C(C)C)on1 | · | · | · | -27 | 6% | 0%
O=C(NNS(=O)(=O)c1ccc(F)cc1)c1cnccn1 | 14% | -25% | -5% | -8 | 0% | -3%
CN(C)CCC(=O)c1cccc(Br)c1 | -1% | 8% | -10% | -31 | 2% | 0%

In the list so far, eight contain an aryl thioether with sulfur outside any ring:
SMILES | AMA1-RON2 inh | Giardia FBPA inh | AmpC no deterg | HCMV antiviral | AmpC inh detg | Sm TGR block
Cc1cc(=O)[nH]c(SCc2cccc(Br)c2)n1 | -8% | -13% | -29% | 0 | -9% | 6%
CCOc1ccc(NC(=O)C(C)Sc2nnc3cc(C)c4ccccc4n23)cc1 (centres undefined) | · | · | · | ? | 13% | 3%
C=CCn1c2ccccc2c2nnc(SCC(=O)Nc3cc(C)on3)nc21 | 2% | -2% | -21% | 1 | 8% | 3%
CCSc1ccc2c(c1)N(CCCN1CCN(C)CC1)c1ccccc1S2 | ? | -6%[21.7 µM] | 213%[activator] | -38 | -11% | -2%
Cc1ccc(-n2nnnc2SC(C)C(=O)Nc2ccc(Cl)cn2)cc1 (centres undefined) | -11% | 1% | -43% | -24 | -8% | 0%
O=[N+]([O-])c1ccc(Sc2ccccc2Cl)nc1 | ? | -2% | -25% | -27 | 1% | ?
N#CCSc1nc2ccccc2c(=O)n1CCCC(=O)NCc1ccco1 | -19% | 6% | -20% | 22 | -4% | -1%
CCn1c(SCC(=O)Nc2cc(S(=O)(=O)N3CCOCC3)ccc2OC)nnc1-c1ccncc1 | 0% | -1% | 57% | -18 | -3% | 6%
